# Assay outcomes from PubChem BioAssay.
# RNase H inhibition: RNase H inhibition, HIV 1 Gag Pol polyprotein, FRET biochemical assay, screening (AID 372). HIV-1 RT RNase H, FRET RNA/DNA substrate fluorescence; higher % means a stronger effect. inhibition, % at 10 µM, or IC50 in µM where a hit was titrated. actives 0.77% (n = 100,000); in the data active = inhibition above about 50%
# Starred values were filed as active, the others as inactive.
SMILES,RNase H inhibition
O=C(CSc1nc2ccc(N3C(=O)c4ccccc4C3=O)cc2s1)Nc1ccccc1F,35.0%
CCOc1cc(C=O)cc(Cl)c1OCc1ccc(Br)cc1,49.0%
O=C1NC(c2ccccc2OCc2ccccc2)Nc2ccccc21 (stereo not given),5.0%
CCOc1ccc(N2C(=O)/C(=C/c3cc(I)c(OCC)c(OC)c3)C(=O)NC2=S)cc1,9.0%
Cc1ccccc1C=Nc1ccc(O)cc1,13.0%
C=CCSc1nc2ccccc2c(=O)[nH]1,7.0%
O=C(c1ccc(F)cc1)c1ccc(N2CCCCCC2)cc1,36.0%
CN(C)c1ccc([N+](=O)[O-])cc1/C=C1/C(=O)NN(c2ccc(Br)cc2)C1=O,9.0%
Cc1cc(C)cc(N=Cc2cccc(O)c2O)c1,11.0%
COc1ccc(/C=N/Nc2ccc(Cl)cc2)cc1[N+](=O)[O-],17.0%
N#C/C(=N\Nc1ccccc1Cl)C(N)=O,9.0%
O=C(O)C1Nc2c(Cl)cc(Cl)cc2C2C=CCC12 (stereo not given),72µM*
O=C(/C=C/c1ccco1)Nc1ccc(C(=O)Nc2cccc(-c3nc4ccccc4o3)c2)cc1,55.0%*
CCOc1ccccc1OCCN1CCOCC1,2.0%
COc1cc(C=O)ccc1OCCCOc1ccc([N+](=O)[O-])cc1Cl,29.0%
O=C(N/N=C/C(Br)=C/c1ccccc1)c1cc(C23CC4CC(CC(C4)C2)C3)[nH]n1,20.0%
COc1cc(C2Nc3ccccc3NC3=C2C(=O)CC(c2ccccc2)C3)cc(Cl)c1O (stereo not given),16.0%
CCC(C(=O)Nc1ccc([N+](=O)[O-])cc1C)c1ccccc1 (stereo not given),6.0%
Cc1ccc(-c2nc3cc(NC(=S)NC(=O)c4ccc(Cl)cc4)ccc3o2)c(C)c1,26.0%
COc1ccc(NC(=O)c2cnn(-c3ccccc3)c2NC(=O)c2ccc(C)cc2)cc1,11.0%
COc1ccc(/C=N/n2c(-c3ccccc3)n[nH]c2=S)cc1C,8.0%
O=C(C1CCN(Cc2ccccc2O)CC1)N1CCN(c2ccccc2)CC1,14.0%
O=[N+]([O-])c1cc(C=Nc2ccccc2Cl)ccc1Cl,11.0%
Cc1cc2nn(-c3ccccc3)nc2cc1NC(=O)c1cccc(OCc2ccccc2)c1,12.0%
COc1cccc(N2C(=O)NC(=O)/C(=C/c3ccc4c(c3)OCO4)C2=O)c1,12.0%
CCOc1ccc(/C=C2/SC(=S)N(CC(=O)O)C2=O)c(OCC)c1,0.0%
Cc1ccc(-n2nc3cc(C)c(NC(=O)COc4ccc([N+](=O)[O-])cc4)cc3n2)cc1,13.0%
Nc1ncc(Cc2ccccc2Cl)s1,10.0%
COC(=O)CSc1nc2sc3c(c2c(=O)n1C1CCCCC1)CCCC3,3.0%
O=C(Nc1ccc2oc(-c3cccc(Cl)c3Cl)nc2c1)c1ccccc1Br,17.0%
NC(=O)c1c(NC(=S)NC(=O)c2ccccc2Cl)sc2c1CCC2,7.0%
Cc1cc(OCC(=O)Nc2ccc(N3CCOCC3)cc2)ccc1Br,0.0%
Cc1cc(Br)ccc1S(=O)(=O)n1cnc2ccccc21,8.0%
CCCn1c(=N)n(CC(O)COc2ccc(Cl)cc2)c2ccccc21 (stereo not given),5.0%
Cc1cc(C)cc(OCCOc2ccccc2/C=C2\SC(=O)NC2=O)c1,13.0%
Cc1ccc(N=C2NC(=O)/C(=C/c3ccccc3F)S2)cc1,19.0%
NC(=O)c1c(N)sc2c1CCCCCCCCCC2,28.0%
CC1=NN(c2nc(-c3ccc(Br)cc3)cs2)C(=O)C1C (stereo not given),7.0%
CCCc1c(C)nc2ccc(OC)cc2c1Cl,9.0%
O=C(CC(c1ccccc1)c1ccccc1)Nc1ccc2ccccc2c1,4.0%

# Structural class: those above with two or more sulfur atoms
SMILES,RNase H inhibition
O=C(CSc1nc2ccc(N3C(=O)c4ccccc4C3=O)cc2s1)Nc1ccccc1F,35.0%
CCOc1ccc(/C=C2/SC(=S)N(CC(=O)O)C2=O)c(OCC)c1,0.0%
COC(=O)CSc1nc2sc3c(c2c(=O)n1C1CCCCC1)CCCC3,3.0%
NC(=O)c1c(NC(=S)NC(=O)c2ccccc2Cl)sc2c1CCC2,7.0%

# New compounds follow.
SMILES,RNase H inhibition
Cc1cc(Cl)cc(Cl)c1OCC(=O)Nc1ccc(Cl)cc1,29.0%
Cc1cccc([C@@H]2[C@@H](C(=O)c3ccccc3)N3c4ccccc4C=C[C@@H]3C2(C#N)C#N)c1,43.0%
CC1(C)CC(=O)C(C=NC(CO)(CO)CO)=C(O)C1,7.0%
COC(=O)c1ccc(NC(=O)/C(=C\c2ccco2)NC(=O)c2ccc(Br)o2)cc1,8.0%
O=C(Nc1ccc(Cl)c(-c2nc3ccccc3s2)c1)c1ccccc1F,14.0%
CC(=O)Nc1ccc(NC(=O)CSc2nnc(N)s2)cc1,10.0%
COc1cc([N+](=O)[O-])ccc1-c1ccc(/C=N\Nc2ccc([N+](=O)[O-])cn2)o1,28.0%
Oc1[nH]c2ccc(Br)cc2c1N=Nc1ccccn1,2.0%
COc1cc(/C=C2\NC(=S)NC2=O)cc(Cl)c1OC,31.0%
CC(=O)NC(Cc1ccccc1)C(=O)NC(Cc1ccccc1)C(=O)O (stereo not given),0.0%

# By substructure: the entries above with fluorine.
SMILES,RNase H inhibition
O=C(CSc1nc2ccc(N3C(=O)c4ccccc4C3=O)cc2s1)Nc1ccccc1F,35.0%
O=C(c1ccc(F)cc1)c1ccc(N2CCCCCC2)cc1,36.0%
Cc1ccc(N=C2NC(=O)/C(=C/c3ccccc3F)S2)cc1,19.0%
O=C(Nc1ccc(Cl)c(-c2nc3ccccc3s2)c1)c1ccccc1F,14.0%

# The list goes on:
SMILES,RNase H inhibition
CCOc1ccccc1N1CCN(C(=O)C(C)Oc2cccc(Cl)c2)CC1 (stereo not given),6.0%
COc1ccc(S(=O)(=O)N2CCN(Cc3ccccc3C)CC2)cc1,8.0%
Cc1ccc(NC(=O)/C=C/c2ccc3c(c2)OCO3)cc1C,3.0%
O=C(Nc1ccc(Cc2ccncc2)cc1)c1ccc(Cl)c(Cl)c1,18.0%
C=CCNC(=S)Nc1ccc(Cl)c(Cl)c1,36.0%
CCOC(=O)C1=C(C)N=c2s/c(=C\c3ccc(OC)cc3OC)c(=O)n2C1c1ccc(F)cc1 (stereo not given),19.0%
O=C(c1ccc(Br)o1)n1cnc2ccccc21,0.0%
Cc1ccc(C(=O)CC(O)(c2ccccc2)C(F)(F)F)cc1 (stereo not given),9.0%
O=C(O)c1cccc2cccc(-c3cccc4cccc(C(=O)O)c34)c12,9.0%
O=C1/C(=C\c2ccc(-c3ccccc3Cl)o2)SC(=S)N1CCc1ccccc1,0.0%

# 3 entries out of the list, arranged by heavy-atom count, high to low:
SMILES,RNase H inhibition
CCOC(=O)C1=C(C)N=c2s/c(=C\c3ccc(OC)cc3OC)c(=O)n2C1c1ccc(F)cc1 (stereo not given),19.0%
O=C1/C(=C\c2ccc(-c3ccccc3Cl)o2)SC(=S)N1CCc1ccccc1,0.0%
COc1ccc(S(=O)(=O)N2CCN(Cc3ccccc3C)CC2)cc1,8.0%

# (further entries)
SMILES,RNase H inhibition
COc1ccc(S(=O)(=O)Oc2cccc(/C=C3\SC(=S)NC3=O)c2)cc1,20.0%
CC(=O)c1cccc(NC(=O)c2cnn3c(-c4ccccc4)cc(-c4ccccc4)nc23)c1,0.0%
O=C(O)c1ccc(N2C(=O)CC(Cc3ccc(Cl)cc3)C2=O)cc1 (stereo not given),0.0%
COc1cc(/C=C2\SC(N)=NC2=O)cc(Cl)c1OCc1ccccc1F,29.0%
Cc1cc(C)c(S(=O)(=O)Nc2ccc(Br)cc2)c(C)c1,6.0%
CCCOC(=O)c1cccc(NC(=O)COc2ccccc2Cl)c1,12.0%
Cc1ccc2oc(-c3ccc(NC(=O)c4cccc(Cl)c4Cl)cc3)nc2c1,18.0%
O=C1OC(Nc2cccc(Br)c2)(c2ccccc2)c2ccccc21 (stereo not given),2.0%
Cc1ccccc1/C=N/n1c(-c2ccc(Cl)cc2)n[nH]c1=S,14.0%
CCCOc1ccc(N2C(=O)CC(NCc3ccc(OC)cc3)C2=O)cc1 (stereo not given),9.0%
COc1ccc(CC(=O)O/N=C(\N)c2ccc(C)cc2)cc1OC,12.0%
Cc1ccc(C(=O)NC(=S)Nc2cccc(Cl)c2C)cc1C,7.0%
CCc1ccc(-n2nc(C)c3c(C)cc(=O)oc32)cc1,7.0%
COCCNC(=O)CN(c1ccc(C(C)C)cc1)S(=O)(=O)c1ccccc1,8.0%
COC(=O)c1cc(NS(=O)(=O)c2ccc(N3CCCCC3)c(N)c2)cc(C(=O)OC)c1,9.0%
O=[N+]([O-])c1ccc(N=Cc2cccc(O)c2O)c(Br)c1,12.0%
COC(=O)c1ccc(C(=O)OC)c(NC(=O)c2ccc(OC)c(OC)c2)c1,2.0%
CCN1C(=O)/C(=c2\sc3n(c2=O)C(c2ccccc2Cl)C(C(=O)OC)=C(C)N=3)c2ccccc21 (stereo not given),10.0%
CCN(CC)c1cc(Cl)nc(-c2ccccc2)n1,18.0%
Cc1ccc(C)c(S(=O)(=O)n2nnc3ccccc32)c1,5.0%
O=C(Nc1ccc(NC(=O)c2ccc(Br)o2)cc1)c1cccc(Cl)c1,16.0%

# A portion of the library; count on the stated rates, not on these rows.
